Screening data from PubChem BioAssay.
PKM2 act = qHTS Assay for Activators of Human Muscle isoform 2 Pyruvate Kinase; purified PKM2, Kinase-Glo ATP luminescence, activation; response scale: 0% is enzyme alone, no compound; Potency, µM (titrated, usually from 57.5 µM), for inactives: at the top dose activation, most hits filed as activators; 260,000 compounds, 0.34% hits; AID 1631, 2009; also: potency is read from the fitted curve at half-maximal effect; % is scaled to controls: 0 for no effect and ±100 for the full control effect; nearly all actives have a fitted effect of over 55% in size
Target sequence (P14618 whole entry, looked up, canonical isoform): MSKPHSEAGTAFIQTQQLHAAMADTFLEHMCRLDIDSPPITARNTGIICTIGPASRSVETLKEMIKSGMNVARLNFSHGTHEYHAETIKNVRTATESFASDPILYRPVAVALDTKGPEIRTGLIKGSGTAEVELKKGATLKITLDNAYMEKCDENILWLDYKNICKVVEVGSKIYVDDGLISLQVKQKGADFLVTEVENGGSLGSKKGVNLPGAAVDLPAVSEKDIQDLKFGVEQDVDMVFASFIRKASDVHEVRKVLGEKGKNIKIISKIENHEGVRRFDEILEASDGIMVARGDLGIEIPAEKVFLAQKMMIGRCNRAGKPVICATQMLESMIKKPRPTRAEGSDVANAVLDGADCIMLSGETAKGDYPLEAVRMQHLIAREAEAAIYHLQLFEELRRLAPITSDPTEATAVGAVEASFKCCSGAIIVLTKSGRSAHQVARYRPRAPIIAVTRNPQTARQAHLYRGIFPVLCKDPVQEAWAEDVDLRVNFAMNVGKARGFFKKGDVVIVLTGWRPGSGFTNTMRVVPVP
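ATP formation by purified human PK-M2, quantified via coupled luciferase luminescence after 1 h at room temperature with 0.1 mM ADP and 0.5 mM PEP final.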
Giardia killer = Small Molecules that selectively kill Giardia lamblia: qHTS; 340,000 compounds, 0.15% hits; Giardia lamblia trophozoite viability; activity change, % at 7.66 µM, hits read low; AID 540267, 2011; in the data active = activity change below about -80%; inconclusive = between about -30% and that limit;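 also: parasites exposed to compound for two days anaerobically before the ATP read; % is scaled to controls: 0 for no effect and ±100 for the full control effect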
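Giardia trophozoites, 100 cells per well, were exposed to compounds for 48 hrs at 37 deg C under anaerobic conditions; viability was then read as ATP content by bioluminescence after 15-30 min at room temperature.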
ELG1 genotoxic = qHTS screen for small molecules that induce genotoxicity in human embryonic kidney (HEK293T) cells expressing luciferase-tagged ELG1 | HEK293T ELG1-luciferase reporter, luminescence, 16 h | 330,000 compounds, 1.3% hits | Potency, µM (top dose mostly 46 µM), for inactives: at the highest dose activity change, positive = activation, most hits filed as activators; also: potency is read from the fitted curve at half-maximal effect; % of control where 0% means no effect; nearly all actives have a fitted effect of over 60% in size
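After overnight (16 hr) compound treatment at 37 °C, ELG1-luciferase HEK293T cells were lysed with ONE-Glo; luminescence quantified 30 min later at room temperature.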
FLuc counter = qHTS profiling assay for firefly luciferase inhibitor/activator using purifed enzyme and Km concentrations of substrates (counterscreen for miR-21 project) | purified FLuc, Km substrates, luminescence inhibition | 360,000 compounds, 6.9% hits | Potency, µM (highest dose often 57.5 µM), inactives show at the highest dose activity change, negative = inhibition, hits mostly inhibitors;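 also: potency is read from the fitted curve at half-maximal effect; plate controls were vehicle for no effect and reference inhibitor for full effect; nearly all actives have a fitted effect of over 55% in size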
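Biochemical qHTS of compounds, final roughly 60 µM downward over six points, against 10 nM purified firefly luciferase using Km concentrations of substrates (10 uM D-luciferin, 10 uM ATP) in Tris acetate pH 7.5 buffer; luminescence output.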
Rab9 promoter act = qHTS Assay for Rab9 Promoter Activators; Potency, µM (series often up to 9.22 µM), for the others: top-dose activation, negative = inhibition, hits mostly activators; 320,000 compounds, 2.8% hits; Huh7 Rab9 promoter-luciferase reporter, luminescence, 24 h; also: potency is read from the fitted curve at half-maximal effect; % of control where 0% means no effect; nearly all actives have a fitted effect of over 60% in size
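Huh7 cells stably carrying Rab9 promoter–luciferase reporter, plated 1500 cells/well, compound added after 2 h and incubated 24 h at 37 °C; luciferase luminescence then read after 10 min with detection reagent.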
Menin-MLL TR inh = qHTS Assay for Inhibitors Targeting the Menin-MLL Interaction in MLL Related Leukemias: Competition With Texas Red Labeled MLL-derived Mutant Peptide; O00255; Menin + Texas Red MLL mutant peptide, fluorescence polarization; Potency, µM (titrated, usually from 61.6 µM), without a hit: top-dose FP activity change, negative = inhibition, most hits filed as inhibitors; 270,000 compounds, 0.23% hits; AID 1768, 2009; active = well fitted inhibition curve with a large enough effect in the polarisation, with a control signal flat, not every such curve was filed as active; inconclusive = small, poorly fitted or top-dose-only effect, or effect the other way, or a change in a side signal; inactive = no such curve, though single readings can be large or run the other way; the % refers to the polarisation; also: potency is read from the fitted curve at half-maximal effect; % of control where 0% means no effect; many of its hits are not listed in these tables
p53 reactivation = qHTS assay for re-activators of p53 using a Luc reporter; H1299 p53-A138V BP100-luciferase reporter, luminescence, 24 h; Potency, µM (highest dose often 92.2 µM), for inactives: top-dose activity change, positive = activation, hits mostly activators; 320,000 compounds, 0.063% hits; AID 504706, 2011; also: potency is read from the fitted curve at half-maximal effect; % of control where 0% means no effect; nearly all actives have a fitted effect of over 45% in size
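H1299 (p53-null), stable ts p53-A138V + BP100-Luc; 1000 cells/well, Opti-MEM/10% FBS; cpd 4 pt, 1:5; 24 h, 37 deg C, 5% CO2; detection reagent 10 min RT; luminescence.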
RORgamma inh = qHTS for inhibitors of ROR gamma transcriptional activity | AID 2551, 2010 | Potency, µM (highest dose often 53.6 µM), without a hit: at the highest dose activity change, negative = inhibition, usual class: inhibitors | 310,000 compounds, 5.4% hits | Drosophila S2 Gal4-RORgamma UAS-luciferase reporter, 20 h | Nuclear receptor ROR-gamma (Mus musculus), P51450; also: potency is read from the fitted curve at half-maximal effect; % is scaled to controls: 0 for no effect and ±100 for the full control effect; nearly all actives have a fitted effect of over 60% in size
Target sequence (P51450 whole entry, looked up, the tested form may be a part): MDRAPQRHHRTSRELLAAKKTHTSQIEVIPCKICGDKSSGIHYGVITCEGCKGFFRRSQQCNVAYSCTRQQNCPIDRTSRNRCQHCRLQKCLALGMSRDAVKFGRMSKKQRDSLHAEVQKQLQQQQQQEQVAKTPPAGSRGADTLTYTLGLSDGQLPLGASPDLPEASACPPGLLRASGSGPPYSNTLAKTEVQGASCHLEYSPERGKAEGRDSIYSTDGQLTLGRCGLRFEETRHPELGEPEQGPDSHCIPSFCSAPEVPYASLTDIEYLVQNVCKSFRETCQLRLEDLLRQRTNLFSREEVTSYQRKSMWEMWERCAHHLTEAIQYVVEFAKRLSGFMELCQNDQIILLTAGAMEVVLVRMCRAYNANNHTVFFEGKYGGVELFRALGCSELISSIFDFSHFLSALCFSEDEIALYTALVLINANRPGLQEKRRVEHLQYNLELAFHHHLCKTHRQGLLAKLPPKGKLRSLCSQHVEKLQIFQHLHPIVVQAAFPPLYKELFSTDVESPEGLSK
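Drosophila Schneider cells stably carrying a metallothionein-driven Gal4 DBD–ROR gamma fusion and a UAS-Photinus luciferase reporter were exposed to compound for 1 hr, then induced with copper sulfate (700 uM final) for 20 hr at ambient temperature before luminescence reading.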
NPC1 promoter act = qHTS Assay for NPC1 Promoter Activators; Huh7 NPC1 promoter luciferase reporter, 24 h; Potency, µM (titrated, usually from 9.22 µM), for inactives: top-dose activation, hits mostly activators; 320,000 compounds, 2.4% hits; AID 485313, 2010;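 also: potency is read from the fitted curve at half-maximal effect; % of control where 0% means no effect; nearly all actives have a fitted effect of over 60% in size; reporter is driven by a mutant NPC1 promoter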
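NPC1 promoter–luciferase Huh7 cells; 24 h compound; luminescence.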
VP16 counter = VP16 counterscreen qHTS for inhibitors of ROR gamma transcriptional activity; Drosophila S2 Gal4-VP16 UAS-luciferase, luminescence, 20 h; Potency, µM (series often up to 53.6 µM), for the others: top-dose activity, negative = inhibition, actives largely listed as inhibitors; 310,000 compounds, 3.5% hits; AID 2546, 2010;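 also: Gal4-VP16 expression switched on by copper sulfate through the metallothionein promoter; potency is read from the fitted curve at half-maximal effect; % is scaled to controls: 0 for no effect and ±100 for the full control effect; nearly all actives have a fitted effect of over 50% in size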
BRCA1 expr up = qHTS Assay to Identify Small Molecule Activators of BRCA1 Expression. MCF7-BRCA1-FFLuc reporter, luminescence, 48 h; response scale: scaled: vehicle 0%, 10 µM genistein 100%. Potency, µM (highest dose often 46.1 µM), inactives show at the top dose activation, usual class: activators. 380,000 compounds, 1.1% hits. AID 624202, 2012; also: potency is read from the fitted curve at half-maximal effect; nearly all actives have a fitted effect of over 80% in size; some results filed as inactive show a strong effect at the top dose
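First, MCF7-BRCA1-FFLuc cells (2000/well) attach for 2 h; next, compounds are pin-added and incubated 48 h at 37 °C; finally, luciferase reagent is added and luminescence read after 15 min.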
Starred values were filed as active, the others as inactive; ? = inconclusive; . = not tested or not shown; [ ] = another dose, or the depositor's remark. Unless noted, calls follow the shape of the dose curve; as a rule, active = well fitted curve in the direction sought with a large enough effect; inconclusive = small, poorly fitted or top-dose-only effect, or another doubt; inactive = no such curve, though single readings can be large; an effect the other way counts as inactive or inconclusive. Not all compounds are listed. The share of hits here may be higher or lower than overall.

SMILES	PKM2 act	Giardia killer	ELG1 genotoxic	FLuc counter	Rab9 promoter act	Menin-MLL TR inh	p53 reactivation	RORgamma inh	NPC1 promoter act	VP16 counter	BRCA1 expr up
CCC1(c2ccc(F)cc2)NC(=O)N(CC(=O)N(C)C2CCS(=O)(=O)C2)C1=O (configuration not stated)	.	5	2%	5%	-4%	.	-1%	.	2%	.	1%
COc1cc(OC)cc(C(=O)N[C@H](C(=O)N2CCc3ccccc32)C(C)C)c1	-5%	-3	-4%	3%	-3%	-10%	-5%	?	0%	-4%	-81%
COc1ccc(-n2c(SCC(=O)Nc3cc(C)on3)nc3c(c2=O)SCC3)cc1OC	.	-10	11%	0%	1%	.	0%	1%	-2%	-9%	-17%
Nc1nn2c(-c3ccccc3)cc(=O)[nH]c2c1N=Nc1ccc(Br)cc1	14%	13	-13%	21µM*	2%	?	1%	-18%	-1%	-7%[10 µM]	-54%
COc1ccccc1CN1C[C@@H]2C[C@@H](C3=Cc4cccc(OC)c4OC3)N3CCC[C@@]23C1=O	24%	4	-5%	0%	-1%	?	-4%	1%	-5%	9%	-25%
COc1cc(F)c(C2=CC(=O)C[C@H](c3ccc(F)cc3)C2)cc1F	.	0	-2%	3%	0%	.	1%	.	-3%	.	1%
CCOC(=O)c1[nH]c(C)c(/C(O)=C2\C(=O)C(=O)N(CCCN(C)C)C2c2cccnc2)c1C (configuration not stated)	-2%	4	-2%	4%	3%	3%	0%	-3%	16%	9%	-14%
CN(C)S(=O)(=O)c1cccc(NC(=S)NC(=O)C2CCCCC2)c1	-8%	3	5%	?	22%	-6%	26%	?	17%	?	43%
CC(C)C(=O)Nc1cc(S(=O)(=O)Nc2cccc(Cl)c2)ccc1Cl	13%	-7	-7%	6%	-2%	36%[activator]	8%	?	2%	0%	-16%
COc1ccc(CC(=O)Nc2ccc(-c3noc(-c4cccc(OC)c4)n3)cc2)cc1	-2%	16	12%	-2%	-6%	.	-1%	-30%	-2%	-25%	-1%
COc1cc(OC)c(NS(=O)(=O)c2cc(Br)cnc2N)cc1Cl	.	11	0%	1%	0%	?	4%	11%	4%	10%	-8%
c1coc(-c2nn3c(Cn4nnc5ccccc54)nnc3s2)c1	15%	-9	2%	-1%	0%	-7%	0%	-25%	-3%	7%	10%
CCC(C)C(=O)Nc1c2c(nc3c1CCC3)CCCC2 (configuration not stated)	-8%	12	0%	-1%	-2%	43%[activator]	0%	12%	0%	0%	0%
Cc1ccc(C2N(C)c3ccccc3-c3nc4ccccc4n32)o1 (configuration not stated)	4%	-3	-11%	-13%	0%	9%	-3%	10µM*	-3%	-16%	-45%
COC(=O)c1ccccc1NC(=S)NC(=O)c1cccc2ccccc12	-3%	-17	0%	1%	-6%	?	-4%	4.5µM*	1%	18µM*	-20%
Cn1c(-c2cccc(F)c2)nc2c1c(=O)[nH]c(=O)n2Cc1ccccc1	4%	2	0%	-2%	-2%	0%	1%	0%	0%	-8%	3%
O=C(COC(=O)c1ccc[nH]c1=O)c1ccc(Cl)s1	1%	5	-2%	15µM*	3%	2%	-4%	14%	-4%	-4%	1%
CS(=O)(=O)N1CCN(c2ccccc2NC(=O)c2ccc(-c3ccc(Br)cc3)o2)CC1	1%	3	-12%	-12%	3%	-8%	4%	22%	1%	-4%	-29%
COc1ccc2nc(SCc3nc(N)nc(Nc4ccccc4)n3)[nH]c2c1	-4%	2	-1%	13µM*	14%	12%	4%	30%	-6%	-13%	23%
CCOC(=O)N1CCN(C(=O)Cc2ccc(-n3c(=O)[nH]c4ccccc4c3=O)cc2)CC1	-1%	-2	-1%	-2%	-3%	-7%	12%	-8%	6%	2%	9%
O=C(NCC1CCCO1)C1CCCN(S(=O)(=O)c2ccc(Cl)cc2)C1 (configuration not stated)	-8%	16	-6%	-1%	0%	?	0%	-1%	3%	11%	2%
CN(CC(=O)N1CCCC1)S(=O)(=O)c1cccc(Cl)c1	.	-10	0%	0%	0%	-14%	0%	-6%	0%	8%	4%
O=C(NC(=S)Nc1ccc(CN2CCOCC2)cc1)c1ccc2c(c1)OCCO2	-4%	31[activator]	-5%	17µM*	23%	.	13%	?	?	?	-20%
COCCNC(=O)C(c1ccc(C)o1)N(Cc1ccc(OC)cc1)C(=O)Cn1nnc2ccccc21 (configuration not stated)	-1%	1	1%	3%	6%	-10%	6%	23%	-1%	8%	-10%
Cc1ccc(S(=O)(=O)N2CCC(C(=O)OCC(=O)NCc3ccco3)CC2)cc1C	.	18	-8%	0%	-2%	.	-2%	.	7%	.	7%
The list continues.
SMILES	PKM2 act	Giardia killer	ELG1 genotoxic	FLuc counter	Rab9 promoter act	Menin-MLL TR inh	p53 reactivation	RORgamma inh	NPC1 promoter act	VP16 counter	BRCA1 expr up
O=C1CN(C(=O)c2c(F)cccc2F)C(c2ccccc2)c2cc(Br)ccc2N1 (configuration not stated)	.	6	-9%	1%	4%	?	-7%	?	-9%	?	-42%
CC(=O)NC1=NN(C(C)=O)C2(S1)C(=O)N(C(C)C)c1ccc(C)cc12 (configuration not stated)	1%	-2	3%	2%	0%	-13%	1%	-9%	-3%	-7%	-2%
COc1ccc(C(=O)Nc2ncc(C)s2)cc1S(=O)(=O)N1CCCC1	-3%	-8	-15%	-2%	1%	42%[activator]	5%	-19%	-1%	-11%	-4%
O=C(c1cncc(Br)c1)N1CCN(S(=O)(=O)c2ccc(Cl)cc2)CC1	.	12	-8%	0%	1%	-21%	-4%	-19%	0%	14%	-13%
COc1ccc(NC(C)=O)cc1NC(=O)c1cccc(C(F)(F)F)c1	-1%	4	1%	-5%	-11%	-8%	-1%	0%	6%	0%	-38%
O=C1CSC2(CCCCC2)N1CCO	1%	-8	-2%	4%	2%	11%	0%	-5%	0%	-3%	1%
COc1cccc(NC(=O)CSc2nnc(-c3ccoc3C)n2-c2ccccc2)c1	-1%	-6	-4%	8%	5%	3%	-5%	0%	-1%	8%	-12%

Of the compounds above, six have an NH in an aromatic ring:
SMILES	PKM2 act	Giardia killer	ELG1 genotoxic	FLuc counter	Rab9 promoter act	Menin-MLL TR inh	p53 reactivation	RORgamma inh	NPC1 promoter act	VP16 counter	BRCA1 expr up
Nc1nn2c(-c3ccccc3)cc(=O)[nH]c2c1N=Nc1ccc(Br)cc1	14%	13	-13%	21µM*	2%	?	1%	-18%	-1%	-7%[10 µM]	-54%
CCOC(=O)c1[nH]c(C)c(/C(O)=C2\C(=O)C(=O)N(CCCN(C)C)C2c2cccnc2)c1C (configuration not stated)	-2%	4	-2%	4%	3%	3%	0%	-3%	16%	9%	-14%
Cn1c(-c2cccc(F)c2)nc2c1c(=O)[nH]c(=O)n2Cc1ccccc1	4%	2	0%	-2%	-2%	0%	1%	0%	0%	-8%	3%
O=C(COC(=O)c1ccc[nH]c1=O)c1ccc(Cl)s1	1%	5	-2%	15µM*	3%	2%	-4%	14%	-4%	-4%	1%
COc1ccc2nc(SCc3nc(N)nc(Nc4ccccc4)n3)[nH]c2c1	-4%	2	-1%	13µM*	14%	12%	4%	30%	-6%	-13%	23%
CCOC(=O)N1CCN(C(=O)Cc2ccc(-n3c(=O)[nH]c4ccccc4c3=O)cc2)CC1	-1%	-2	-1%	-2%	-3%	-7%	12%	-8%	6%	2%	9%
